All columns: NCI-60 one-dose screen, growth in % after 48 h at 10 µM unless noted; 100 = growth as untreated, 0 = no growth, -100 = all killed.
DU-145: DU-145 prostate cancer; hit rate 4.2% among 81,000; AID 1794760
OVCAR-3: OVCAR-3 ovarian cancer | hit rate 7% among 79,000 | AID 1794787
SNB-19: SNB-19 CNS cancer cells. hit rate 2.5% among 81,000
SF-295: SF-295 CNS cancer cells | hit rate 5.6% among 79,000
U251: U251 CNS tumor cells; hit rate 5.4% among 80,000; AID 1794753
SF-539: SF-539 CNS cancer; hit rate 6.8% among 81,000; AID 1794752
OVCAR-8: OVCAR-8 ovarian cancer; AID 1794782; hit rate 4.4% among 81,000
PC-3: PC-3 prostate cancer cells; AID 1794754; hit rate 3.9% among 80,000
SF-268: SF-268 CNS cancer cells | hit rate 3.1% among 82,000 | AID 1794759
Active calls of the source: *; . = not tested or not shown; [ ] = dose if it differs, or a comment. The calls were made as follows: active = growth percent below 10; inactive = the rest.

SMILES	DU-145	OVCAR-3	SNB-19	SF-295	U251	SF-539	OVCAR-8	PC-3	SF-268
CCCCCCCCCCCCCCCCNC(=S)N/N=C/c1ccc(Cl)cc1	99	105	.	99	99	101	109	102	101
O=[N+]([O-])c1ccc(-c2nnc(N3c4ccccc4C=Cc4ccccc43)o2)cc1	100	95	94	101	96	99	99	75	84
O=C1CC2CCCC(C1)S2=O (configuration not stated)	107	105	116	90	94	110	105	103	97
COc1cc(C(C2=C(O)c3ccccc3C(=O)C2=O)C2=C(O)c3ccccc3C(=O)C2=O)cc(OC)c1OC	107	108	111	120	106	115	98	90	105
CC1=NC(COC(=O)Nc2ccccc2)C(=O)N(CC(=O)NCCC(C)C)c2ccccc21 (configuration not stated)	107	110	90	103	98	102	107	93	106
S=c1[nH]nc(Nc2cccnc2)n1-c1cccnc1	101	94	95	96	117	96	105	110	94
NC1=Nc2ccc(OC(F)(F)F)cc2SC1	106	84	99	96	98	98	103	77	94
OC1CCCSC1 (configuration not stated)	121	121	98	115	99	102	104	93	111
Cc1cc(C)n(-c2nc3sc(C(N)=O)c(C)c3c(=O)n2Cc2ccccc2)n1	105	111	101	110	101	104	106	99	105
O=C(CN1N=C(c2ccc(F)cc2)CCC1=O)Nc1nccs1	118	113	91	97	101	98	99	88	100
COC(=O)c1oc2c(F)c(-c3ccc(OC)cc3)c(-c3ccccc3)c(-c3ccccc3)c2c1N	104	109	90	83	93	101	104	109	105
C/C(Nc1ccc(Cl)c(Cl)c1)=C1\CCOC1=O	106	100	106	87	91	99	102	87	106
O=C(c1ccc(Cl)cc1)c1no[n+]([O-])c1C(=O)c1ccc(Cl)cc1	94	43	115	84	104	99	30	93	102
CCNCC#CCNCC	113	107	.	97	104	106	105	103	107
Cn1c2ccccc2c2nnc(SCCN3CCCCC3)nc21	106	103	91	106	101	96	102	97	97
CN(C)Cc1ccc(C(C)(C)C)cc1Br	120	117	120	107	102	103	94	93	104
Cc1ccc(-c2c(O)c(Br)c(-c3ccc(C)cc3C)c(O)c2Br)c(C)c1	98	101	103	89	91	102	83	82	94
NC(=O)c1ccccc1C(N)=O	116	129	122	136	116	105	106	102	117
CCc1ccc(C2=NN(c3ccc(S(C)(=O)=O)cc3)C(=O)CC2)cc1	21	-14*	52	9.2*	.	15	39	57	43
Cc1csc(NC(=O)c2sc3nc(-c4cccs4)ccc3c2N)n1	96	111	112	100	91	97	97	83	102
CC(C)NC(=O)c1ccc(C(C)(C)C)cc1	105	106	98	105	97	97	94	93	101
Cc1[nH]c2ccccc2c1C1Cc2ccccc2N1C(=O)/C=C/c1ccccc1 (configuration not stated)	100	92	93	94	85	99	88	60	85
Nc1nnc(-c2cc(=O)oc3c2ccc2ccccc23)s1	109	104	101	98	103	89	101	98	101
CC1=C(C(=O)Nc2ccccn2)C(c2cn(-c3ccccc3)nc2-c2ccccc2)C(C(=O)Nc2ccccn2)=C(C)N1	100	100	96	.	95	103	99	98	88
CC(=O)CC(=O)Nc1ccc(-c2ccc(NC(=O)CC(C)=O)c(C)c2)cc1C	107	105	102	104	96	101	99	99	93
CCCC(C)c1cc([N+](=O)[O-])c(O)c([N+](=O)[O-])c1 (configuration not stated)	110	109	103	106	92	101	99	84	102
COc1ccc(/C=C(\C#N)c2cc(OC)c3c(c2)OCO3)cc1	-13*	-43*	38	4.9*	21	4.3*	24	23	27
COc1ccccc1-c1cn2ccnc2c(-c2ccc3ncn(C4CCCCC4)c3c2)n1	106	93	89	90	79	92	91	57	92
N#Cc1nnn(-c2ccc(S(N)(=O)=O)cc2)c1NS(=O)(=O)c1ccccc1	109	109	98	102	89	98	98	90	101
O=C1CCc2c(sc3[nH]c(=S)n(-c4cc(C(F)(F)F)cc(C(F)(F)F)c4)c(=O)c23)C1	25	-13*	15	-22*	-22*	-51*	1.4*	-38*	19

Given in CSV form: two of the compounds above.
molecule,DU-145,OVCAR-3,SNB-19,SF-295,U251,SF-539,OVCAR-8,PC-3,SF-268
N#Cc1nnn(-c2ccc(S(N)(=O)=O)cc2)c1NS(=O)(=O)c1ccccc1,109,109,98,102,89,98,98,90,101
O=C1CCc2c(sc3[nH]c(=S)n(-c4cc(C(F)(F)F)cc(C(F)(F)F)c4)c(=O)c23)C1,25,-13*,15,-22*,-22*,-51*,1.4*,-38*,19

Further compounds:
SMILES	DU-145	OVCAR-3	SNB-19	SF-295	U251	SF-539	OVCAR-8	PC-3	SF-268
Cc1nc(N)[nH]c(=O)c1CCC#N	111	106	97	103	104	103	98	93	97
NS(=O)(=O)c1ccc(Nc2nc(Nc3ccccc3)nc3n[nH]c(=S)n23)cc1	109	115	105	110	98	92	98	88	103
COc1cccc(/C=C2\N=C(Nc3ccc(O)cc3)NC2=O)c1	105	102	98	101	100	84	95	.	85
NS(=O)(=O)c1ccc(Nc2nc(SCC(=O)c3ccc(-c4ccccc4)cc3)nc3ccccc23)cc1	104	134	110	103	102	101	105	90	125
C=CCn1c(SCC(=O)Nc2ccc(C(=O)/C=C/c3ccc(Cl)cc3)cc2)nnc1-c1ccc(Br)cc1	75	86	78	97	80	90	58	68	74
CC(=O)Oc1ccc(C)cc1C	110	111	103	106	103	99	110	97	104
Cc1cn(C2CC(N=[N+]=[N-])C(COP(=O)(O)OP(=O)(O)OP(=O)(O)O)O2)c(=O)[nH]c1=O (configuration not stated)	114	.	102	81	109	114	120	92	103
Cc1cc(Cl)ccc1N=Cc1ccc(OCc2ccccc2)cc1	107	105	94	102	96	98	104	86	75
CN(C)CC1=NC2SC=C(c3ccccc3)C2C(=O)N1CC#N (configuration not stated)	111	110	108	99	104	101	97	71	109
O=C(NCCCNc1nccc(-n2ccc3cccnc32)n1)c1c(F)cccc1F	107	109	96	98	102	98	107	97	96

Continued (2 carried over from the part before).
SMILES	DU-145	OVCAR-3	SNB-19	SF-295	U251	SF-539	OVCAR-8	PC-3	SF-268
CN(C)CC1=NC2SC=C(c3ccccc3)C2C(=O)N1CC#N (configuration not stated)	111	110	108	99	104	101	97	71	109
O=C(NCCCNc1nccc(-n2ccc3cccnc32)n1)c1c(F)cccc1F	107	109	96	98	102	98	107	97	96
CN(C)c1ccc(/C=C(\C#N)C(N)=O)cc1	107	108	94	100	102	102	103	95	104
COc1ccc(N2C(=O)c3cc(Cl)ccc3NC2SCc2ccccc2)cc1 (configuration not stated)	106	105	96	102	99	99	95	85	98
N#CNC(=S)S	105	110	101	106	98	111	104	98	96
CCCCCCCCCCCCCC[n+]1ccc2c(C)c3c(c(C)c2c1)c1cc(O)ccc1n3CC	-93*	-95*	-78*	-54*	-89*	-84*	-43*	-88*	-83*
CN1CCN(c2ccc(Nc3nc(NCCNS(=O)(=O)c4ccc(Br)cc4)c4sccc4n3)cc2)CC1	100	.	102	104	93	88	107	94	73
CN(C)C(CN)c1ccccc1 (configuration not stated)	123	123	101	119	102	110	112	99	113
COC(=O)CCCCCCCC=O	109	106	103	.	94	89	92	99	113
Oc1ccc(-c2ccc3c(c2)ncn3-c2cccc(O)c2)cc1	26	36	48	68	39	12	43	42	58
CCO/C=N/C1=C(C#N)C(c2ccc(OC)cc2)c2c(c3cc(Cl)ccc3[nH]c2=O)O1 (configuration not stated)	106	114	97	104	106	94	104	93	101
CN(C1c2ccccc2Oc2ccccc21)S(=O)(=O)c1ccc2ccccc2c1	93	86	84	81	97	85	100	83	79
CC(=O)c1cc2c(N)c(C(=O)Nc3ccccn3)sc2nc1C	91	92	82	72	78	85	103	99	93
Nc1nc2[nH]cc(CCc3ccc(C(=O)N[C@@H](CCc4nn[nH]n4)c4nn[nH]n4)cc3)c2c(=O)[nH]1	106	104	108	104	100	101	101	89	98
OCc1cnccc1NC1CCCCC1	108	101	115	102	91	104	94	92	96
CC[C@H](CC[C@@H](C)[C@H]1CC[C@H]2[C@@H]3C/C(=N\OCCC#N)[C@@H]4C/C(=N/OCCC#N)CC[C@]4(C)[C@H]3CC[C@]12C)C(C)C	109[100 µM]	112[100 µM]	103[100 µM]	101[100 µM]	100[100 µM]	107[100 µM]	98[100 µM]	77[100 µM]	103[100 µM]
OC(c1ccccc1)C(NCc1ccccc1)c1ccccc1 (configuration not stated)	117	111	88	94	102	91	109	80	93
O=S(=O)(OCCOCCOS(=O)(=O)c1ccccc1)c1ccccc1	105	101	102	108	104	105	97	91	95
O=C(O)[C@H]1O[C@@H](n2cnc3c(=O)[nH]cnc32)[C@H](O)[C@@H]1O	107	111	105	107	104	101	102	104	103
Nc1c(C(=O)Nc2ccnc3ccccc23)sc2nc3c(cc12)CN(Cc1ccccc1)CC3	86	85	84	75	98	99	70	45	88
COC(=O)/C=C/C(=O)OC	107	115	108	.	99	107	100	105	105
O=S(=O)(O)c1ccc(Cl)c(Cl)c1	120	123	101	112	105	107	114	94	113
O=C(Nc1nccs1)c1ccc([N+](=O)[O-])cc1	140	119	96	91	104	93	96	112	111
COc1cccc(C2C3=C(COC3=O)N(CCO)c3cc(OC)ccc32)c1 (configuration not stated)	-4.6*	-50*	33	-20*	13	-6.7*	.	27	32
COc1cc(NS(C)(=O)=O)ccc1Cc1c2ccccc2nc2ccccc12	11	-77*	26	3.8*	19	-29*	2.4*	55	22
CC(C)Cc1nc2n[nH]c(N)c2c2c1CCCC2	119	112	94	99	92	90	100	107	111
O=C(O)CC1S/C(=N/N=C/c2nc3ccccc3s2)NC1=O (configuration not stated)	96	88	96	104	90	98	99	103	85
CCOC(=O)C1=C(Nc2ccc(Br)cc2)C(=O)N(CC)C1	107	110	84	87	.	85	96	101	97
C#CCSC(=N)N	103	128	96	.	104	98	99	92	124
CCOC(=O)c1cnn(CC(C)O)c1NC(=O)NCc1ccccc1F (configuration not stated)	110	112	105	96	102	107	96	85	106
CCOC(=O)c1cn2c3c(cccc3c1=O)C(=O)/C(=C/c1ccc(C(F)(F)F)cc1)C2	102	100	90	96	94	88	93	90	95
Clc1c(Br)c(-c2ccccc2)nc2ccccc12	101	109	102	107	100	118	109	99	100
O=C(CSc1nnc2n1N=C(c1ccccc1)CS2)c1ccccc1	103	109	101	104	100	103	100	98	89
Cc1ccc2cnc(N)c(C#Cc3cncc(C(=O)Nc4ccc(CN5CCN(C)CC5)c(C(F)(F)F)c4)c3)c2c1	-96*	-98*	-99*	-87*	-89*	-99*	-85*	-71*	-69*
O=C(Cn1c(/C=C/c2ccc3c(c2)OCO3)nc2ccccc2c1=O)Nc1ccccc1	94	73	84	97	54	25	78	87	79
O=S(=O)(O)c1ccc(N=Nc2c(O)ccc3cc(Br)ccc23)cc1	104	107	105	101	108	98	109	98	101
COc1ccc(/C=c2\c(=O)n(-c3ccccc3)c3nnc(CC#N)n23)cc1	108	110	100	.	100	101	103	94	100
N#CC1(C#N)C(c2ccc([N+](=O)[O-])o2)OC23CCCCC2C1(C#N)C(=N)O3 (configuration not stated)	100	107	101	112	99	103	98	97	93
O=c1[nH]c(CN2CCN(c3ccccc3)CC2)nc2c(Br)cc(Br)cc12	114	103	108	92	101	111	104	103	108
O=C1OC(C(Cl)(Cl)Cl)Nc2ccccc21 (configuration not stated)	107	102	97	105	.	.	100	103	107
COc1ccc(-c2nc(SCc3nc4ccccc4[nH]3)nc(Nc3ccccc3)c2C#N)cc1	72	100	79	91	75	75	79	84	97
CS(=O)(=O)C1=CN(CCO)C(=O)N2CCCN=C12	105	105	99	105	103	102	108	99	97
C=C1C(=O)O[C@H]2[C@H]1CC/C(C(=O)N[C@H]1C[C@H](O[C@H]3C[C@](O)(C(=O)CO)Cc4c(O)c5c(c(O)c43)C(=O)c3c(OC)cccc3C5=O)O[C@@H](C)[C@H]1O)=C\CC[C@@]1(C)O[C@@H]21	101	91	59	73	60	83	66	80	75
COc1ccc(C2SCC(=O)N2NC(=O)C(O)(c2ccccc2)c2ccccc2)cc1 (configuration not stated)	110	97	103	43	94	95	101	.	103
CN(C)C=Nc1ccn(C2CC(F)C(CO)O2)c(=O)n1 (configuration not stated)	112	113	90	87	102	91	.	85	112
COc1ccc(Cl)cc1NC(=O)C1CC(=O)Nc2nc(N3CCCCC3)[nH]c(=O)c21 (configuration not stated)	105	103	99	97	89	.	97	94	95
CCOC(=O)C(CC(c1ccccc1)N1CCCCC1)[N+](=O)[O-] (configuration not stated)	94	53	90	.	74	.	87	67	93
N#Cc1c(Nc2ccccc2)nn2c(-c3ccc(F)cc3)c(-c3nc4ccccc4s3)c(N)nc12	107	116	101	100	109	97	102	103	95
COc1cc(-c2cc(/C=C3\CCc4ccccc4C3=O)[nH]n2)cc(OC)c1OC	94	83	85	75	87	90	81	68	80
C[C@H](CCC[C@H](C)OS(=O)(=O)c1ccccc1)OS(=O)(=O)c1ccccc1	119	109	94	102	108	92	101	108	105
Cc1ccc2c(c1)C(C)(O)CCC2 (configuration not stated)	126	117	110	97	107	104	109	91	114
CC(C)C1(Cl)CC=C(CC(Cl)(Cl)Cl)CC1 (configuration not stated)	104[5 µM]	106[5 µM]	101[5 µM]	100[5 µM]	99[5 µM]	101[5 µM]	105[5 µM]	93[5 µM]	99[5 µM]

Four records drawn at random from the list so far, as already listed:
SMILES	DU-145	OVCAR-3	SNB-19	SF-295	U251	SF-539	OVCAR-8	PC-3	SF-268
COc1ccc(Cl)cc1NC(=O)C1CC(=O)Nc2nc(N3CCCCC3)[nH]c(=O)c21 (configuration not stated)	105	103	99	97	89	.	97	94	95
COc1cc(-c2cc(/C=C3\CCc4ccccc4C3=O)[nH]n2)cc(OC)c1OC	94	83	85	75	87	90	81	68	80
CC(C)C1(Cl)CC=C(CC(Cl)(Cl)Cl)CC1 (configuration not stated)	104[5 µM]	106[5 µM]	101[5 µM]	100[5 µM]	99[5 µM]	101[5 µM]	105[5 µM]	93[5 µM]	99[5 µM]
C=C1C(=O)O[C@H]2[C@H]1CC/C(C(=O)N[C@H]1C[C@H](O[C@H]3C[C@](O)(C(=O)CO)Cc4c(O)c5c(c(O)c43)C(=O)c3c(OC)cccc3C5=O)O[C@@H](C)[C@H]1O)=C\CC[C@@]1(C)O[C@@H]21	101	91	59	73	60	83	66	80	75

Compound activity: PubChem BioAssay, NCI
